Compound activity (PubChem BioAssay)
TNAP inh no acc: human TNAP enzyme inhibitors, primary screen, biochemical, luminescent, no phosphate acceptor, uHTS; Alkaline phosphatase, tissue-nonspecific isozyme (Homo sapiens), P05186; purified TNAP, CDP-star luminescence, 30 min; inhibition, % at 20 µM; 200,000 compounds, 0.26% hits; AID 1012, 2008;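 active means tissue-nonspecific alkaline phosphatase inhibition above about 50% at 20 µM in the single-dose screen, limit read from the data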;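 further: 0% = DMSO negative control and 100% = EDTA positive control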
Target sequence (P05186 whole entry, looked up): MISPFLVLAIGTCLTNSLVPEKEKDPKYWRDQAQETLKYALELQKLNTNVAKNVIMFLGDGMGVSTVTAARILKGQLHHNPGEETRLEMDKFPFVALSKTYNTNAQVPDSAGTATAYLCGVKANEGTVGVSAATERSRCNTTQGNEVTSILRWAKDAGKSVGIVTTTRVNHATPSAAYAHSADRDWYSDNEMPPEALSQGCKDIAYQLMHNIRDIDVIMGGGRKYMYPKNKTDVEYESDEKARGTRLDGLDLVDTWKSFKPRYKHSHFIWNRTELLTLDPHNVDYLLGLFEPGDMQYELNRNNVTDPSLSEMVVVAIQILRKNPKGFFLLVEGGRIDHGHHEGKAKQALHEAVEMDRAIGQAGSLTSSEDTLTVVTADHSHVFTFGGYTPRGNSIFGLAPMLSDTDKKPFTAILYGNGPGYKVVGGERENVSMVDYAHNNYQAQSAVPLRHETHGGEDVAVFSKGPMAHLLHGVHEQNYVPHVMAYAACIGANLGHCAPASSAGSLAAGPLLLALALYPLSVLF
bIAP inh: bovine intestinal alkaline phosphatase inhibitors, primary screen, selectivity assay for TNAP inhibitor project, biochemical, bovine IAP, CDP-star luminescence. inhibition, % at 20 µM. AID 1019, 2008. purified bovine IAP, 30 min. alkaline phosphatase, intestinal [Bos taurus]. 190,000 tested, under 10 active;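 active means over 50% inhibition of intestinal alkaline phosphatase at 20 µM in the single-dose screen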
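System: purified bovine intestinal alkaline phosphatase (IAP) enzyme; Input: IAP diluted 1/65,000,000 in the well; Measured by: CDP-star luminescence signal; Compound dosing: 20 µM single dose; Incubation: 30 min reaction at room temperature.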
FLuc inhib CS: firefly luciferase enzyme inhibitors, primary screen, artefact control for luciferase-based inhibitor screens, biochemical, luminescence, ATPLite; 200,000 compounds, 1.5% hits; AID 1006, 2008; inhibition, % at 10 µM; Luciferin 4-monooxygenase (Photinus pyralis), P08659; 10 min;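 active means inhibition above about 50% when tested at 10 µM, limit read from the data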
FLuc stim CS: FLuc activators, initial screening, artefact control for FLuc-dependent activation tests, biochemical, ATPlite luminescence | Luciferin 4-monooxygenase (Photinus pyralis), P08659 | ATPlite luciferase biochemical, 10 min; 0 = ATP-free wells, 1 = DMSO control | activation factor at 10 µM | 200,000 tested, under 10 active | AID 1027, 2008;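 active means luciferase activation factor, scaled between plate controls, of at least 2 with compound at 10 µM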
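assay system = Luciferase/luciferin detection reagent, cell-free biochemical luciferase assay | also added = ATP substrate | times = 10 min post-reagent at room temperature | measured by = luminescence from luciferase reaction | measure = luciferase activation, seen as luminescence increase over controls | benchmarks = low control with PBS replacing ATP, high control enzyme plus ATP without compound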
Lmaj promast: Leishmania major promastigote growth inhibition, primary screen; Leishmania major promastigotes, resazurin fluorescence viability; inhibition, % at 10 µM; 200,000 compounds, 9% hits; AID 1063, 2008; in the data active means inhibition above about 50%;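 further: promastigotes grown with compound for 44 hours at 28 °C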
bIAP activator: bovine intestinal alkaline phosphatase activators, primary screen, biochemical, bovine IAP, CDP-star luminescence. purified bovine IAP, 30 min; stronger effect = higher value; fold of DMSO-control signal, blank-subtracted. activation factor at 20 µM. 200,000 compounds, 0.17% hits;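 active means activation factor of 2 or more at 20 µM, a signal rise over negative controls twice the positive control's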
APP 5UTR inh: inhibitors of APP translation via 5'UTR reporter, primary screen, APP 5'UTR luciferase, SH-SY5Y cells; SH-SY5Y APP 5'UTR-luciferase reporter, luminescence; inhibition, % at 2 µM; 190,000 compounds, 0.82% hits;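 active means inhibition above a set limit, derived from the sample mean plus 3 SD, cut at about 45% in these data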; further: values of inactives mirror those of a sister screen read the other way
TNAP inh hiacc: human TNAP enzyme inhibitors, primary screen, biochemical, luminescent, high phosphate acceptor level, uHTS; Alkaline phosphatase, tissue-nonspecific isozyme (Homo sapiens), P05186; purified TNAP, CDP-star luminescence, 1 M DEA; inhibition, % at 20 µM; 200,000 compounds, 0.03% hits;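 active means over 50% inhibition of tissue-nonspecific alkaline phosphatase at 20 µM in the single-dose screen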;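 further: plate controls were DMSO wells for no effect and EDTA-quenched wells as full inhibition for full effect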
TNAP act hiacc: TNAP activators at high phosphate acceptor level, primary screen, biochemical, luminescence, uHTS; purified TNAP, CDP-star luminescence, 1 M DEA, 30 min; stronger effect = higher value; 0 = EDTA background, 1 = DMSO-only activity; 200,000 tested, under 10 active; activation factor at 20 µM;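 active means activation factor at least 2 at 20 µM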
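Assay system: human TNAP; Input: enzyme diluted 1/800 final; Reagent: CDP-star luminogenic substrate at 100 µM final; Timing: 30 min, room temperature; Signal: luminescence; Evaluation: TNAP activation factor scaled between EDTA and DMSO control wells.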
RAM network inh: inhibitors of the yeast RAM network, primary screen, dse1pr::URA3 reporter, 5-FOA selection; S. cerevisiae dse1pr::URA3 reporter, 5-FOA growth OD615, 2 d; analog-sensitive cbk1-as2 kinase mutant strain; inhibition, % at 50 µM; 190,000 compounds, 1.8% hits; AID 868, 2007;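 active means inhibition above a set limit, 3 SD over mean compound inhibition, cut at about 8.4% in these data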;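 further: 0% = DMSO-only wells with no growth and 100% = 10 µM 1-NA-PP1 full growth; inhibition rescues growth on 5-FOA so higher OD means more RAM inhibition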
* marks the source's active call; other numbers are inactive results; x = not tested or not shown.

Results follow in this order: TNAP inh no acc, bIAP inh, FLuc inhib CS, FLuc stim CS, Lmaj promast, bIAP activator, APP 5UTR inh, TNAP inh hiacc, TNAP act hiacc, RAM network inh
- COc1ccc(-n2c(SCC(=O)Nc3nccs3)nc3c(c2=O)SC(C)C3)cc1 (stereo not given)
    -8.5, 7.6, -6.1, 1.1, 10.5, 0.9, -7.8, -2.0, 1, 2.6
- COc1nc(OC/C(N)=N/O)nc(N2CCOCC2)n1
    -5.6, 4.1, -2.5, 1, -7.7, 1, -4.4, 0.7, 1, -0.7
- CCOc1cc(NC(=S)NCCCOC)c(OCC)cc1NC(=O)c1cccs1
    -58.6, -3.6, -3.3, 1, 10.1, 1, -3.2, 2.3, 1, 6.1
- O=C(Nc1ccc(S(=O)(=O)NCc2ccccc2)cc1)c1ccccc1[N+](=O)[O-]
    -10.9, 0.9, -2.5, 1, -2.6, 1, -1.4, 2.2, 1, 3.7
- CCN1CCN(c2nc3c(c(=O)[nH]c(=O)n3C)n2CCCSc2ncccn2)CC1
    -10.1, 3.6, -5.7, 1.1, -3.8, 1, 3.0, -5.3, 1.1, 0.9
- O=C(CC(c1ccccc1)c1cc(Br)ccc1O)NCc1ccco1 (stereo not given)
    -7.7, 10.7, -2.6, 1, 99.1*, 0.9, 1.0, -4.0, 1, 4.6
- O=C1CN(C(=O)COC(=O)CCC(=O)c2ccc3c(c2)OCCO3)c2ccccc2N1
    -5.7, -1.3, 24.7, 0.8, -2.0, 1, 3.9, -0.3, 1, 0.7
- Cc1cccc(C(=O)n2c(=S)nc3ccccn32)c1
    -13.9, 6.7, 91.4*, 0.1, 44.2, 0.9, -121.5, -3.8, 1, 1.1
- COCCOC(=O)c1c(C)n(C)c2ccc(OC(=O)c3ccco3)cc12
    -1.6, 7.2, 0.3, 1, 1.3, 0.9, 8.1, -0.9, 1, 0.9
- CC1CC(C)CN(C(=O)C(C)N(C)CC(=O)Nc2ccccc2Cl)C1 (stereo not given)
    -11.4, -12.3, -5.7, 1.1, 21.3, 1.1, -12.9, -5.5, 1.1, 0.4
- CCc1ccc2c(c1)cc(CN(C(=S)Nc1ccccc1C)C1CC1)c1nnnn12
    7.4, 11.0, -7.7, 1.1, -5.0, 0.9, x, -0.3, 1, 0.6
- Fc1ccc(NC(=S)NCCN2CCOCC2)cc1
    -2.7, 1.3, -1.0, 1, -2.5, 1, 3.8, 1.6, 1, 3.0
- O=C(O)/C=C/C(=O)NNc1ccc([N+](=O)[O-])cc1
    11.4, 12.5, -0.8, 1, -10.0, 0.9, 12.4, 18.7, 0.8, 0.1
- COc1ccc(/C=C/C(=O)Nc2cc(C(F)(F)F)ccc2Cl)cc1OC
    -10.4, 21.3, -3.4, 1, -1.5, 0.8, 1.2, 0.0, 1, 2.5
- CCC/C(=N\NC(=O)CNC(=O)/C=C/c1ccco1)c1ccccc1
    -7.5, -10.6, 1.1, 1, 15.9, 1.1, -34.0, 0.7, 1, 0.0
- CC1CCN(Cc2ccc(-c3nnn(CC(=O)Nc4ccccc4Cl)n3)cc2)CC1
    -10.1, -6.3, 3.2, 1, 64.3*, 1.1, 2.6, -0.9, 1, 0.1
- Cn1cc(C2N3CC4(C)CN2CC(C)(C3)C4=O)c2ccccc21 (stereo not given)
    -1.7, 4.4, -4.1, 1, 2.1, 1, -8.0, 0.4, 1, 0.2
- C=C(c1ccc(OCCO)cc1)c1ccc(OCCO)cc1
    -3.0, 13.1, -0.7, 1, -4.2, 0.9, 1.2, 5.4, 0.9, 0.9
- CCCCNC(=O)C1CCC(CNc2nc(=S)[nH]c3ccccc23)CC1 (stereo not given)
    -15.4, 7.1, -5.1, 1.1, 4.8, 0.9, -0.9, -3.8, 1, 0.6
- CC(=O)c1cccc(N(C(=O)c2cnccn2)C(C(=O)NCc2ccccc2)c2ccco2)c1 (stereo not given)
    -7.4, 4.2, -6.2, 1.1, -2.2, 1, 12.4, -1.5, 1, 2.0
- COc1ccc(CN(C(=S)Nc2ccccc2)C2CC(=O)N(c3ccccc3)C2=O)cc1 (stereo not given)
    -6.6, 8.5, -0.4, 1, 24.6, 0.9, -21.6, -0.5, 1, 3.0
- Cc1c(C#N)c(N=CN(C)C)c(C(=O)c2ccc(Br)cc2)n1-c1ccc(Cl)cc1
    -8.0, -5.7, 0.5, 1, 99.7*, 1.1, 6.5, 3.4, 1, 3.2
- CC1(C)C2CCC1(CS(=O)(=O)NCc1ccc(C(=O)O)cc1)C(=O)C2 (stereo not given)
    -10.3, 5.9, -6.1, 1.1, -3.5, 0.9, -4.9, -0.8, 1, 2.6
- CCOC(=O)/C(N=Nc1c(C)n(C)n(-c2ccccc2)c1=O)=C(/O)c1ccccc1
    20.6, 18.7, 1.6, 1, -7.8, 0.8, -10.9, 13.0, 0.9, 0.0
- Cc1ccc(C(=O)c2cncc(Br)c2)cc1
    -6.9, 28.1, 0.2, 1, 20.4, 0.7, -6.0, -2.4, 1, 0.1
- CCn1c(CNC(=O)Cc2ccc(OC)cc2)nnc1SCC(=O)Nc1nccs1
    -6.3, 6.7, -0.8, 1, 1.0, 0.9, -11.5, 0.1, 1, 1.8
- Cn1cnnc1SCNC(=O)C(F)(F)F
    -9.9, 5.2, -10.4, 1.1, 2.8, 0.9, -14.3, -11.4, 1.1, 1.2
- Cc1ccc2nc3sc(C(=O)NCc4ccco4)c(N)c3cc2c1
    -2.7, 29.0, 50.0*, 0.5, -0.5, 0.7, -179.2, -1.9, 1, 0.9
- CCC(C)N1CC(C(=O)O)CC1=O (stereo not given)
    -1.2, 4.4, -3.1, 1, -1.9, 1, 8.3, -7.3, 1.1, 1.4
- Cc1nc2c(-c3ccccc3)c(C)nn2c(C)c1CCC(=O)NCc1ccco1
    -11.6, 4.3, -7.4, 1.1, -3.5, 1, -21.6, -1.7, 1, 3.3
- O=C1NC2=C(CCc3ccccc32)C(c2ccccc2)N1 (stereo not given)
    -6.0, 4.1, -11.4, 1.1, 1.5, 1, -14.8, -2.7, 1, 0.5
- COc1cccc(/C(N)=N/OC(=O)Cc2ccccc2[N+](=O)[O-])c1
    -11.8, 1.7, -0.9, 1, 4.3, 1, -13.2, -1.2, 1, 1.0
- CCOC(=O)CCC(NC(=O)c1cncc(O)c1)C(=O)OCC (stereo not given)
    0.4, -1.9, -7.7, 1.1, -4.7, 1, -5.5, -10.5, 1.1, 0.1
- O=C(O)c1sccc1OCc1ccccc1
    -3.5, 4.4, -4.5, 1, -5.7, 1, 11.9, 0.0, 1, -0.1
- O=C(c1ccc(-c2cccc(Cl)c2)o1)N1CCN(c2ccc([N+](=O)[O-])cc2)CC1
    10.2, 11.4, -2.5, 1, -2.2, 0.9, -0.6, 4.6, 1, 2.5
- O=C(NCCC1=CCCCC1)c1ccc(Cl)c(S(=O)(=O)Nc2ccccc2)c1
    -8.4, 8.4, -3.7, 1, 1.7, 0.9, 8.1, 2.6, 1, 1.9
- O=C(COc1ccccc1)N1CCN(S(=O)(=O)Cc2ccccc2)CC1
    -6.1, 5.3, -3.1, 1, -5.0, 0.9, 5.3, -1.1, 1, 1.8
- Cc1ccc(S(=O)(=O)N2CCN(C)CC2)cc1[N+](=O)[O-]
    -10.1, 2.8, -5.9, 1.1, -0.3, 1, -2.0, -2.5, 1, 1.6
- Cc1ccc2[nH]c3c(=O)n(CCN4CCOCC4)cnc3c2c1
    -5.4, 1.0, 2.6, 1, 4.7, 1, 12.1, 1.3, 1, 2.4
- Cc1ccc(C2=NN(S(=O)(=O)c3ccccc3)C(c3ccccc3O)C2)cc1 (stereo not given)
    -7.2, -3.8, -1.6, 1, 97.0*, 1, -11.9, -1.9, 1, 5.7
- CCOc1ccc2nc(SCC(=O)NC3CCCc4ccccc43)sc2c1 (stereo not given)
    -12.1, 5.2, -3.1, 1, -0.9, 0.9, -4.6, -7.6, 1.1, 7.2

Of the compounds above, these contain a Cl atom.
Results follow in this order: TNAP inh no acc, bIAP inh, FLuc inhib CS, FLuc stim CS, Lmaj promast, bIAP activator, APP 5UTR inh, TNAP inh hiacc, TNAP act hiacc, RAM network inh
- CC1CC(C)CN(C(=O)C(C)N(C)CC(=O)Nc2ccccc2Cl)C1 (stereo not given)
    -11.4, -12.3, -5.7, 1.1, 21.3, 1.1, -12.9, -5.5, 1.1, 0.4
- COc1ccc(/C=C/C(=O)Nc2cc(C(F)(F)F)ccc2Cl)cc1OC
    -10.4, 21.3, -3.4, 1, -1.5, 0.8, 1.2, 0.0, 1, 2.5
- CC1CCN(Cc2ccc(-c3nnn(CC(=O)Nc4ccccc4Cl)n3)cc2)CC1
    -10.1, -6.3, 3.2, 1, 64.3*, 1.1, 2.6, -0.9, 1, 0.1
- Cc1c(C#N)c(N=CN(C)C)c(C(=O)c2ccc(Br)cc2)n1-c1ccc(Cl)cc1
    -8.0, -5.7, 0.5, 1, 99.7*, 1.1, 6.5, 3.4, 1, 3.2
- O=C(c1ccc(-c2cccc(Cl)c2)o1)N1CCN(c2ccc([N+](=O)[O-])cc2)CC1
    10.2, 11.4, -2.5, 1, -2.2, 0.9, -0.6, 4.6, 1, 2.5
- O=C(NCCC1=CCCCC1)c1ccc(Cl)c(S(=O)(=O)Nc2ccccc2)c1
    -8.4, 8.4, -3.7, 1, 1.7, 0.9, 8.1, 2.6, 1, 1.9
